Nrf2 activator: qHTS of Nrf2 Activators | 410,000 compounds, 0.31% hits | Potency, µM (titrated, usually from 46.1 µM), inactives show top-dose activation, hits mostly activators | AID 624171, 2012 | AREc32 ARE-luciferase reporter (MCF7-derived line), luminescence, 24 h; further: potency means the concentration at half of the fitted maximal effect; % of control where 0% means no effect; nearly all actives have a fitted effect of over 65% in size
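Steps: seed AREc32_Fluc cells (1000/well, 5% FBS OPTI-MEM); incubate overnight at 37 deg C; add 23 nL compound; incubate 24 hr; add Steady-Glo; hold 30 min RT; read luminescence.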
HepG2 viability: qHTS for Inhibitors of TGF-b: Cytotox Counterscreen; HepG2 CAGA-GFP viability, ATP luminescence, 18 h; Potency, µM (titrated, usually from 46.1 µM), for the others: at the highest dose activity change, negative = cytotoxicity, hits mostly cytotoxic; 410,000 compounds, 0.76% hits; further: potency means the concentration at half of the fitted maximal effect; some results filed as inactive show a strong effect at the top dose
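HepG2 CAGA-GFP cells (1000/well, DMEM with 1% FBS) received compound, then TGF-beta at 500 pg/mL final, and were incubated 18 hours at 37 degrees C. Viability was read by CellTiter-Glo luminescence. Media-only wells were set as complete cell-killing and DMSO as no toxicity.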
TGFb inhibitor: qHTS for Inhibitors of TGF-b; 410,000 compounds, 1.2% hits; HepG2 CAGA-GFP TGF-b/SMAD3 reporter, GFP fluorescence, 18 h; TGF-beta stimulated, 500 pg/mL final; Potency, µM (series often up to 46.1 µM), without a hit: at the top dose activity, negative = inhibition, hits mostly inhibitors; AID 588855, 2011; further: potency means the concentration at half of the fitted maximal effect; on the % scale 0 is the no-effect control and ±100 the full control effect; nearly all actives have a fitted effect of over 65% in size
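Inhibition of TGF-beta-driven CAGA-GFP reporter expression in HEPG2 cells is measured by cellular GFP fluorescence after 18 h stimulation with 500 pg/mL recombinant TGF-beta in 1% FBS medium at 37 degrees C.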
IL1B secr inh: qHTS for Inhibitors of Inflammasome Signaling: IL-1-beta AlphaLISA Primary Screen. THP-1 LPS/ATP IL-1B secretion, AlphaLISA, 16 h; hits give low values. activity change, % at 57.5 µM. 360,000 compounds, 4.7% hits; in the data active means activity change below about -50%; inconclusive means mostly about -30% to -49%; further: on the % scale 0 is the no-effect control and ±100 the full control effect
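Secreted IL-1B measured by AlphaLISA bead assay after 16 h compound exposure of THP-1 cells; compounds (final up to 57.5 uM) added 1 h before LPS (250 ng/mL) and ATP (1.25 mM) stimulation; lower signal means less secretion.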
ATXN2 expr inh: Primary qHTS for Inhibitors of ATXN expression. AID 1745845, 2022. 360,000 compounds, 0.72% hits. Potency, µM (titrated, usually from 57 µM), without a hit: top-dose activity change, negative = inhibition, most hits filed as inhibitors. HEK-293 ATXN2-luciferase reporter, luminescence, 24 h; further: potency means the concentration at half of the fitted maximal effect; on the % scale 0 is the no-effect control and ±100 the full control effect; nearly all actives have a fitted effect of over 55% in size
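qHTS (up to 57 uM final) was run with 24 h compound exposure of reporter cells at 37 °C. Each well was multiplexed: SteadyGlo luminescence measured ATXN2-luciferase expression after a fluorogenic Gly-Phe-AFC viability readout (25 uM final).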
Nrf2 inh: Nrf2 qHTS screen for inhibitors. A549 ARE-Fluc reporter, luciferase luminescence, 18-24 h. Potency, µM (doses to about 46 µM), inactives show at the top dose activity change, negative = inhibition, hits mostly inhibitors. 360,000 compounds, 2.1% hits; further: potency means the concentration at half of the fitted maximal effect; on the % scale 0 is the no-effect control and ±100 the full control effect; nearly all actives have a fitted effect of over 60% in size
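In this cell-based qHTS, ARE-driven firefly luciferase in A549 cells reports Nrf2 activity; the luminescent signal after BugLite lysis is the measured value, with a prior CellTiter-Fluor read for cell health.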
S2 tox: Viability Counterscreen for Primary qHTS for Inhibitors of ATXN expression | S2 cells (HEK-293 line with an ATXN2-luciferase reporter) viability, CellTiter-Fluor protease fluorescence, 24 h | Potency, µM (series often up to 56.7 µM), usual class: cytotoxic | 400,000 compounds, 0.49% hits | AID 651635, 2014; further: potency means the concentration at half of the fitted maximal effect; nearly all actives have a fitted effect of over 40% in size
A549 tox: Nrf2 qHTS screen for inhibitors: counterscreen for cytotoxicity. Potency, µM (doses to about 46 µM), inactives show at the top dose activity change, negative = cytotoxicity, actives largely listed as inhibitors. 390,000 compounds, 0.16% hits. A549 ARE-Fluc cells, CellTiter-Fluor viability, 18-24 h; further: potency means the concentration at half of the fitted maximal effect; on the % scale 0 is the no-effect control and ±100 the full control effect
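A549 ARE_Fluc cells in 5% FBS OPTI-MEM were exposed to compounds in concentration-response for 18-24 h at 37 deg C. Viability was read by CellTiter-Fluor fluorescence (Ex 405/Em 525) after 30 min, before the luciferase read.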
MCF10A rereplic: A quantitative high throughput screen for small molecules that induce DNA re-replication in MCF 10a normal breast cells; MCF 10A DNA re-replication, Hoechst nuclear intensity, 48 h; Potency, µM (top dose mostly 46.1 µM), for the others: at the top dose activity, positive = re-replication, usual class: activators; 350,000 compounds, 2.9% hits; AID 624296, 2012; further: potency means the concentration at half of the fitted maximal effect; % of control where 0% means no effect; nearly all actives have a fitted effect of over 50% in size
* = called active by the depositor; i = inactive; ? = inconclusive; nt = not tested or not shown; & = joins results of further samples; [ ] = another dose, or the depositor's remark. Unless noted, the call rests on the fitted dose curve; in most records, active means well fitted curve in the direction sought with a large enough effect; inconclusive means small, poorly fitted or top-dose-only effect, or another doubt; inactive means no such curve, though single readings can be large; an effect the other way counts as inactive or inconclusive.

Under each structure: Nrf2 activator | HepG2 viability | TGFb inhibitor | IL1B secr inh | ATXN2 expr inh | Nrf2 inh | S2 tox | A549 tox | MCF10A rereplic
1) COc1ccc(-n2ncc3c(=O)n(CC(=O)N4CCCc5ccccc54)cnc32)cc1
    -0.9% | 0.4% | 38.9%[activator] | -6.8 | -8.2% | nt | i | -6.6% | 14.3%
2) Cc1sc(NC(=O)CSc2nnnn2C2CCCCC2)c(C#N)c1C
    -0.6% | 16.7% | -15.7% | 11.3 | 4.1% | 0.7% | i | ? | 1.5%
3) COCCNC(=O)C1CCCN(C(=O)c2cc(-c3ccccc3)cs2)CC1 (stereo unspecified)
    2.9% | 0.4% | -4.2% | 18.3 | 41.7%[activator] | nt | i | nt | nt
4) CCCS(=O)(=O)N1CCC(C(=O)NCc2cccnc2)CC1
    -0.7% | 4.2% | 0.6% | 6.8 | -2.9% | -8.2% | i | -11.5% | -16.6%
5) CCCNS(=O)(=O)c1cc(-c2nn3c(C)nnc3c3ccccc23)ccc1C
    ? | -26.5% | 14.3% | nt | 41.8%[activator] | ? | i | -11.8% | nt
6) CCN(CC(=O)Nc1ccc(NC(C)=O)cc1)C(=O)/C=C/c1c(C)nn(-c2ccc(F)cc2)c1C
    0.1% | 5.4% | 1.7% | i | -0.4% | -13.1% | i | -3.5% | 0.7%
7) Cc1nnc(SCC(=O)N(C(C)C)C(C)C)[nH]c1=O
    -0.9% | -0.8% | 10.3% | -6.1 | -3.3% | -14.9% | i | -13.2% | -6.0%
8) COc1nc(N)c(S(=O)(=O)c2ccc(C)cc2)cc1C#N
    -0.3% | -14.7% | -0.2% | -3.6 | 1.2% | nt | i | 0.0% | ?
9) CCOc1ccc(C(=O)NCc2ccccc2)cc1Br
    0.8% | 3.1% | -5.2% | -22.9 | 7.3% | 2.8% | ? | -4.3% | 2.2%
10) O=C(O)c1cccc(Cn2c(Cl)c(/C=N/NC(=O)c3cc4ccccc4cc3O)sc2=O)c1
    -0.4% | 3.5% | -17.3% | 66.5 | nt | 0.8% | i | 0.0% | -0.9%
11) CC1=NN(c2ccccc2)C(=O)C1/C=C1\NC(=S)NC1=O (stereo unspecified)
    -0.2% | -5.1% | 6.2% | 18.0 | -23.8% | -1.4% | ? | -12.2% | -2.0%
12) CN1C(=O)c2ccccc2Sc2ccc(NC(=O)N3CCN(c4ccc(F)cc4)CC3)cc21
    -0.2% | -13.1% | ? | nt | nt | ? | nt | -1.1% | nt
13) COc1ccc2c(CNC3CCC(C)CC3)c(C(=O)O)n(Cc3ccc(F)cc3)c2c1 (stereo unspecified)
    0.1% | -48.2% | ? | nt | -12.8% | 10.4% | ? | ? | nt
14) C[C@H]1COC(=O)[C@@H](Cc2ccc(F)cc2)C/C=C\C[C@H](CC(=O)N(CCO)Cc2ccccc2)C(=O)N1
    -0.8% | -5.1% | -16.4% | 24.3 | 6.5% | 11.4% | i | -3.2% | -0.6%
15) COc1ccc(N(C(C)C(=O)NC2CCCCCC2)S(C)(=O)=O)cc1 (stereo unspecified)
    0.1% | -0.7% | 17.1% | -7.7 | 1.3% | 9.2% | i | 0.8% | 6.5%
16) C=CCN(c1ccccc1)S(=O)(=O)c1cc(C(=O)NC2=NCCS2)ccc1Cl
    -1.0% | -2.3% | -3.7% | 3.0 | nt | 2.8% | i | 4.6% | -7.6%
17) CCC(C(=O)OCC(=O)Nc1cc(Cl)cc(Cl)c1)c1ccccc1 (stereo unspecified)
    -0.3% | -7.0% | -5.5% | 18.0 | -18.0% | 3.3% | i | 3.4% | ?
18) O=C(/C=C/c1ccccc1)CCN1CCOCC1
    6.8% | 10µM* | 7.08µM* | -83.5* | ? | -3.8% | ? | -3.7% | ?
19) Cc1nc(-c2ccc(S(=O)(=O)Nc3ccc(Br)cc3F)cc2)co1
    -0.1% | 1.7% | -10.3% | 22.3 | 0.0% | -13.8% | i | -4.8% | 0.3%
20) COC(=O)c1cnc(N2CCCN(S(=O)(=O)c3ccc(C(F)(F)F)cc3)CC2)nc1C(F)(F)F
    0.4% | 2.4% | 7.9% | 66.3 | -1.7% | -8.6% | i | -0.6% | 16.9%
21) CCN(CCNC(=O)C1CCN(Cc2nc(-c3ccc(Cl)cc3)oc2C)CC1)c1ccccc1
    -2.5% | -104.4% | ? | -53.7* | ? | -23.2% | ? | -19.4% | ?
22) CCCCS(=O)(=O)/C=C\C1C2C=CC(C2)C1S(=O)(=O)CCCC (stereo unspecified)
    0.3% | -4.6% | 6.6% | 14.3 | -5.2% | 2.6% | i | -11.0% | 11.3%
23) Cc1nc2ccccc2c(=O)n1/N=C/c1c(O)ccc2oc3c(c12)CCCC3
    1.1% | -6.6% | 9.0% | 30.9 | ? | -21.7% | i | 0.2% | 1.2%
24) COCCNC(=O)C1(C)CCCN(C(=O)c2ccccc2OC)C1 (stereo unspecified)
    0.5% | 3.3% | -7.4% | 14.8 | 5.6% | nt | i | nt | nt
25) CCCn1c(N)c(C(=O)CSc2nncs2)c(=O)[nH]c1=O
    0.0% | -0.5% | 30.8%[activator] | 0.4 | nt | 3.9% | nt | 0.0% | -4.6%
26) CC(=O)Nc1ccc(S(=O)(=O)NC(C(=O)O)C2=CCC=CC2)cc1 (stereo unspecified)
    -0.4% | 15.5% | ? | 15.3 | -2.8% | 5.4% | i | 3.7% | 0.7%
27) OC1(c2ccc(Cl)c(Cl)c2)C[n+]2ccccc2N1Cc1ccccc1 (stereo unspecified)
    -0.7% | -89.6% | ? | -84.9* | 35.5µM* | ? | nt | -1.0% | 15.8%
28) CCc1ccc(NS(=O)(=O)c2ccc3[nH]cc(C(=O)NCCCOC(C)C)c(=O)c3c2)cc1
    -0.9% | -3.7% | 16.4% | nt | 13.6% | 4.7% | i | -1.8% | nt
29) COc1ccc(O)c(C(=O)CC(=O)c2ccccc2C)c1
    3.0% | -17.1% | ? | 28.7 | -7.3% | ? | i | -5.9% | ?
30) CC[C@H](C)[C@H](NC(=O)OCc1ccccc1)C(=O)Nc1ccc(NC(C)=O)cc1
    0.2%[9.22 µM] | 1.2% | -4.2% | -20.0 | -10.1% | -9.8% | i | -6.5% | -18.5%

One compound at a time (already shown).
Profile of `COC(=O)c1cnc(N2CCCN(S(=O)(=O)c3ccc(C(F)(F)F)cc3)CC2)nc1C(F)(F)F` = Nrf2 activator: 0.4%; HepG2 viability: 2.4%; TGFb inhibitor: 7.9%; IL1B secr inh: 66.3; ATXN2 expr inh: -1.7%; Nrf2 inh: -8.6%; S2 tox: i; A549 tox: -0.6%; MCF10A rereplic: 16.9%
Profile of `COCCNC(=O)C1(C)CCCN(C(=O)c2ccccc2OC)C1` (stereo unspecified) = Nrf2 activator: 0.5%; HepG2 viability: 3.3%; TGFb inhibitor: -7.4%; IL1B secr inh: 14.8; ATXN2 expr inh: 5.6%; Nrf2 inh: nt; S2 tox: i; A549 tox: nt; MCF10A rereplic: nt

Later entries
Under each structure: Nrf2 activator | HepG2 viability | TGFb inhibitor | IL1B secr inh | ATXN2 expr inh | Nrf2 inh | S2 tox | A549 tox | MCF10A rereplic
31) O=S(=O)(Nc1cccc(-n2cnnn2)c1)c1ccccc1
    5.9% | -13.6% | 1.0% | 10.0 | nt | 4.3% | i | -4.1% | 5.6%
32) CCOC(=O)C1=NNC(C(=O)OCC)C1c1ccccc1 (stereo unspecified)
    0.0% | -3.2% | ? | 27.7 | 2.1% | -16.7% | i | -18.0% | 5.3%
33) O=C(Nc1ccccc1F)c1cc(S(=O)(=O)N2CCOCC2)cs1
    2.4% | 0.7% | -16.7% | 0.0 | 0.6% | 7.5% | i | -3.7% | -3.0%
34) COC(=O)CN(c1ccc(OCc2ccccc2)cc1)S(C)(=O)=O
    2.6% | 3.3% | 1.5% | 2.3 | 8.4% | 17.4% | i | 0.5% | -1.7%
35) O=C(Nc1ccc(SC(F)F)cc1)C1=CC=CN2CCS(=O)(=O)N=C12
    0.3% | 1.1% | -4.4% | ? | 0.1% | -7.1% | i | -0.1% | 1.3%
36) O=C(C1CC(c2ccc(F)cc2)=NO1)N1CCCCC1 (stereo unspecified)
    -0.3% | -6.3% | 0.0% | 0.0 | 6.2% | ? | i | -5.2% | 5.2%
37) Cn1nc(-c2ccc(C(=O)NC3CCCCC3)cc2)c2ccccc2c1=O
    1.7% | -0.3% | 11.9% | -23.5 | 0.8% | ? | i | 1.3% | 2.5%
38) CCOC(=O)COc1ccc(S(=O)(=O)N2CCN(c3ccc(F)cc3)CC2)cc1
    -0.8% | -9.7% | -5.5% | 20.4 | 3.2% | -19.0% | i | -0.7% | -3.2%
39) Cc1cc(C)c2[nH]c(O)c(N=NC(=S)NCC3CCCO3)c2c1 (stereo unspecified)
    2.2% | -8.5% | 0.0% | -1.8 | -4.9% | 3.5% | i | -8.0% | 13.2%
40) CCOC(=O)CNc1nc(Cl)nc(Nc2ccccc2)n1
    4.1% | 3.6% | 0.0% | -67.7* | 48.6%[activator] | 1.3% | ? | -7.0% | 3.2%
41) CCCN=C1N(C)C[C@@H]2[C@@H]3C(=O)N(C)C(=O)[C@@H]3[C@](C)(C(=O)OC)N12
    -1.2% | -1.7% | -19.2% | 18.7 | 7.5% | 3.5% | i | -0.1% | 8.7%
42) Cc1cc(NC(=O)c2ccc(C#N)cc2)on1
    2.0% | -12.5% | ? | -17.9 | nt | -14.4% | i | ? | 0.6%
43) Cc1nccn1CC(O)COc1ccc([N+](=O)[O-])cc1 (stereo unspecified)
    -0.3% | -12.2% | -0.1% | 41.4 | -4.7% | 24.0% | i | -4.1% | ?
44) O=C(O)c1ccc(NC(=O)c2cc3ccccc3o2)cc1
    -0.5%&4.5% | -13.0%&-22.8% | ? | 37.7 | 9.2% | ? | i | -9.6%&-2.0% | -1.1%

Screening data from PubChem BioAssay.
